TGFb SMAD3 inh – TGF-b pathway inhibition | HepG2 CAGA-GFP TGF-b/SMAD3 reporter, GFP fluorescence, 18 h; TGF-beta stimulated, 500 pg/mL final | Potency, µM (series often up to 46.1 µM), for inactives: at the highest dose activity, negative = inhibition, most hits filed as inhibitors | hit rate 1.2% among 410,000 | AID 588855; note: potency is the fitted concentration of half-maximal effect; % is set by controls: 0 for no effect and ±100 for the full control effect; nearly all actives have a fitted effect of over 65% in size
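First, reporter cells (HEPG2 CAGA-GFP) rested 2 h at 37 degrees C. Next, compounds were pinned in and TGF-beta added to 500 pg/mL final. After 18 h, GFP was imaged per cell and summed per well.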
pAkt inh – Akt phosphorylation inhibition; activity change, % for hits at 50 µM; Neuro2A IGF-stimulated pAkt S473 HTRF, 20 min; hits give low values; AID 651550; hit rate 0.32% among 360,000; in the data active = activity change below about -80%; inconclusive = mostly about -51% to -80%; note: % is set by controls: 0 for no effect and ±100 for the full control effect
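Neuro2A cells in DMEM with 0.5% FBS, overnight at 37 deg C, given compound at single 50 µM final, then IGF (6 nM final) for 20 min at 37 deg C. Lysed; phospho-Akt Ser473 by HTRF after 24 h, 665/615 ratio.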
A549 tox – A549 cytotoxicity, counter-screen for Nrf2 inhibitors | A549 ARE-Fluc cells, CellTiter-Fluor viability, 18-24 h | Potency, µM (series often up to 46 µM), for inactives: top-dose activity change, negative = cytotoxicity, actives largely listed as inhibitors | hit rate 0.16% among 390,000 | AID 504648; note: potency is the fitted concentration of half-maximal effect; % is set by controls: 0 for no effect and ±100 for the full control effect
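Cytotoxicity counterscreen: CellTiter-Fluor fluorescence was measured in A549 ARE_Fluc cells after 18-24 h of compound exposure in a concentration series. The subsequent BugLite luminescent read reports ARE-luciferase activity.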
CCT chaperon mod – cytosolic chaperonin activity modulation. hit rate 0.3% among 360,000. purified chaperonin ATPase assay, HTRF ADP detection, 30 min. activity change, % (no concentration beside the values), hits read low; in the data active = activity change below about -30%; note: % is set by controls: 0 for no effect and ±100 for the full control effect
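First, chaperonin was dispensed at 40 nM or 20 nM final depending on batch activity. Next, compounds were pinned at 76 uM and ATP added at 10 uM. After 30 min at 37 °C, ADP detection reagents ran 30 min at ambient temperature.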
Nrf2 activator – activators of Nrf2 (ARE) signaling; Potency, µM (top dose mostly 46.1 µM), inactives show at the highest dose activation, usual class: activators; AREc32 ARE-luciferase reporter (MCF7-derived line), luminescence, 24 h; hit rate 0.31% among 410,000; note: potency is the fitted concentration of half-maximal effect; % of control where 0% means no effect; nearly all actives have a fitted effect of over 65% in size
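Luminescent ARE reporter assay in AREc32_Fluc cells: overnight plating at 37 deg C, 24 hr compound incubation, Steady-Glo added, 30 min RT before reading.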
Nrf2 block – blocks Nrf2 signaling. A549 ARE-Fluc reporter, luciferase luminescence, 18-24 h. Potency, µM (series often up to 46 µM), inactives show at the highest dose activity change, negative = inhibition, actives largely listed as inhibitors. hit rate 2.1% among 360,000. AID 504444; note: potency is the fitted concentration of half-maximal effect; % is set by controls: 0 for no effect and ±100 for the full control effect; nearly all actives have a fitted effect of over 60% in size
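A549 ARE_Fluc cells (5000/well, 5% FBS OPTI-MEM) pre-incubated 2 h, then treated with compounds 18-24 h at 37C/5% CO2 in concentration-response. CellTiter-Fluor viability read first; BugLite luciferase luminescence after 15 min at room temperature gives Nrf2 activity.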
Abeta rescue – A-beta toxicity reversal in yeast; Potency, µM (highest dose often 46.1 µM), inactives show top-dose growth rescue, hits mostly activators; AID 1347071; hit rate 0.063% among 410,000; yeast expressing A-beta42, growth rescue, OD600, 48 h; response scale: 0% DMSO, 100% iron-clioquinol control; note: potency is the fitted concentration of half-maximal effect; nearly all actives have a fitted effect of over 55% in size
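Yeast growth medium received pinned compounds, then yeast cells expressing toxic A-beta were added; plates incubated at 30 C for 48 hr. Growth read as absorbance at 600 nm, normalized to DMSO and equimolar FeCl3 plus clioquinol controls.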
HepG2 viability – counter-screen for TGF-b inhibitors: cytotoxicity in HepG2 cells. HepG2 CAGA-GFP viability, ATP luminescence, 18 h. Potency, µM (series often up to 46.1 µM), without a hit: at the highest dose activity change, negative = cytotoxicity, most hits filed as cytotoxic. AID 588856. hit rate 0.76% among 410,000; note: potency is the fitted concentration of half-maximal effect; some results filed as inactive show a strong effect at the top dose
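HepG2 CAGA-GFP cells (1000/well, DMEM with 1% FBS) received compound, then TGF-beta at 500 pg/mL final, and were incubated 18 hours at 37 degrees C. Viability was read by CellTiter-Glo luminescence. Media-only wells were set as complete cell-killing and DMSO as no toxicity.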
Mm-Cpn inhibitor – blocks the Methanococcus maripaludis chaperonin Mm-Cpn | hit rate 0.031% among 330,000 | purified Mm-Cpn ATPase, ADP Transcreener TR-FRET | Potency, µM (highest dose often 76.9 µM), for the others: at the top dose activity, negative = inhibition, most hits filed as inhibitors; note: potency is the fitted concentration of half-maximal effect; % is set by controls: 0 for no effect and ±100 for the full control effect; nearly all actives have a fitted effect of over 80% in size
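Quantitative HTS used 25 nM Mm-CPN and 10 uM ATP in magnesium/KCl Tris buffer, pH 7.4, with 1 mM DTT. Hydrolysis ran 30 min at 37°C; ADP was read by HTRF.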
Starred values were filed as active, the others as inactive; i = inactive; ? = inconclusive; / = not tested or not shown; & = joins results of further samples; [ ] = another dose, or the depositor's remark. Unless noted, calls come from the whole dose curve; as a rule, active = well fitted curve in the direction sought with a large enough effect; inconclusive = small, poorly fitted or top-dose-only effect, or another doubt; inactive = no such curve, though single readings can be large; an effect the other way counts as inactive or inconclusive.

SMILES	TGFb SMAD3 inh	pAkt inh	A549 tox	CCT chaperon mod	Nrf2 activator	Nrf2 block	Abeta rescue	HepG2 viability	Mm-Cpn inhibitor
COc1ccc(NC(=O)Nc2ccccc2)cc1S(=O)(=O)N1CCCCC1	?	i	-3%	-2.3	0.6%	-25%	-11%	-7%	1%
Cc1nnc(SCc2ccc(Cl)cc2)n1CC1CCCO1 (stereo unspecified)	-13%	i	1%	-1.8	0.1%	?	10%	-16%	2%
COc1cc2c(cc1NCc1ccccn1)oc1ccccc12	0%	i	1%	-0.2	14%	?	1%	-25%	-2%
Cc1ccc(S(=O)(=O)N2CCC(Oc3cccc(C(F)(F)F)c3)CC2)cc1	?	i	1%	1.9	0.1%	-20%	3%	-27%	0%
Cc1ccc2cccc(OCC(=O)Nc3ccc(N4CCOCC4)cc3)c2n1	13%	i	3%	2.0	-0.3%	?	-22%	22%	1%
COc1cccc(-n2c(=O)c3cc(OC)c(OC)cc3n(CC(=O)Nc3cc(C)[nH]n3)c2=O)c1	0%	i	-2%	-0.7	0.5%	0%	-12%	10%	-2%
CC1CCC(NC(=O)c2[nH]c(C(F)(F)F)nc2-c2ccccc2)CC1 (stereo unspecified)	-22%	i	/	-2.9	1.1%	/	3%	2%	/
COCCCNC(=O)c1ccc(Cn2c(=O)c3ccccc3n(Cc3ccc(C)cc3)c2=O)cc1	3%&0%	i	-8%&-13%	0.9	0.5%&-0.4%	?	18%&21%	3%&1%	-6%
CCCS(=O)(=O)c1c(S(=O)(=O)CCC)c2c3ccccc3ccn2c1C(N)=O	15%	i	-5%	0.3	0.5%	-8%	-6%	2%	-2%
COc1ccc(NC(=O)C2CCCN2c2ccc(OC)c(OC)c2)cc1OC (stereo unspecified)	16%	i	-7%	-1.0	0.0%	-5%	1%	0%	-1%
Cc1cc(OCC(=O)OCC(=O)N2CCc3ccccc3C2)ccc1Cl	3%	i	3%	-0.5	-0.6%	16%	-2%	1%	1%
Fc1ccc(C[n+]2csc3ccccc32)cc1	3%	i	1%	-0.5	4.9%	7%	-76%[inhibitor]	-18%	-6%
N#C/C(=C(/O)CN1CCOCC1)c1nc2ccccc2s1	-3%	i	6%	2.0	3.0%	/	-28%[9.22 µM]	-52%	-1%
COc1ccc(OCc2nnc(SCC(=O)N3C(C)CCCC3C)o2)cc1 (stereo unspecified)	1%	i	-1%	-2.8	2.3%	4%	-2%	2%	0%
COc1ccccc1NC(=O)c1ccc(CN(c2cc(Cl)ccc2C)S(=O)(=O)c2ccccc2)cc1	-19%	i	-4%	-1.9	-1.2%	0%	7%	-15%	1%
CCOc1cc(N2CCOCC2)c(OCC)cc1NC(=O)c1c(-c2ccccc2Cl)noc1C	-5%	i	-10%	-0.9	2.1%	?	-6%	-1%	-4%
Cc1c(C(=O)CN2CCOCC2)[nH]c2ccccc12	10%	/	-7%	-1.0	15%	21%	9%	-23%	1%
O=C(CSc1nc(N2CCCCC2)nc(N2CCCCC2)n1)c1ccccc1	1%	i	3%	-4.5	3.2%	-9%	2%	-15%	3%
Cc1ccc(C(=O)N2NC(c3ccc(F)cc3)C3C(=O)N(c4ccc(C)cc4)C(=O)C32)cc1 (stereo unspecified)	1%	i	4%	0.7	-0.7%	1%	-21%	-1%	-3%
CN(C)S(=O)(=O)c1ccc(C(=O)N2CCOCC2)cc1	-18%	/	-7%	-0.9	-0.4%	6%	9%	8%	2%

Four entries from above in another layout.
Structure | TGFb SMAD3 inh | pAkt inh | A549 tox | CCT chaperon mod | Nrf2 activator | Nrf2 block | Abeta rescue | HepG2 viability | Mm-Cpn inhibitor
CCOc1cc(N2CCOCC2)c(OCC)cc1NC(=O)c1c(-c2ccccc2Cl)noc1C | -5% | i | -10% | -0.9 | 2.1% | ? | -6% | -1% | -4%
Cc1ccc(C(=O)N2NC(c3ccc(F)cc3)C3C(=O)N(c4ccc(C)cc4)C(=O)C32)cc1 (stereo unspecified) | 1% | i | 4% | 0.7 | -0.7% | 1% | -21% | -1% | -3%
COCCCNC(=O)c1ccc(Cn2c(=O)c3ccccc3n(Cc3ccc(C)cc3)c2=O)cc1 | 3%&0% | i | -8%&-13% | 0.9 | 0.5%&-0.4% | ? | 18%&21% | 3%&1% | -6%
Fc1ccc(C[n+]2csc3ccccc32)cc1 | 3% | i | 1% | -0.5 | 4.9% | 7% | -76%[inhibitor] | -18% | -6%

Going on with the list.
SMILES	TGFb SMAD3 inh	pAkt inh	A549 tox	CCT chaperon mod	Nrf2 activator	Nrf2 block	Abeta rescue	HepG2 viability	Mm-Cpn inhibitor
O=C(Nc1cc(Cl)cc(Cl)c1)c1cc(S(=O)(=O)N2CCC3(CC2)OCCO3)ccc1F	-15%	/	12%	/	17%	/	17%	-18%	/
O=C(c1ccccc1)c1ccc2nc(N3CCN(c4ccccc4)CC3)c3nncn3c2c1	-7%	/	4%	/	-0.5%	10%	24%	-1%	/
Cc1ccc(NC(=O)c2cc(S(=O)(=O)N3CCCCC3)cs2)cc1	-28%	i	-7%	-5.4	-0.1%	8.2µM*	-4%	-21%	0%
O=C(COC(=O)c1cnccn1)c1ccc(Cl)cc1	-1%	i	-1%	-0.2	-0.6%	12%	-3%	21%	-3%
O=C1/C(=C\c2ccc(O)c(O)c2)SC(=S)N1Cc1ccccc1	?	i	?	-1.0	3.1%	-25%	-84%[inhibitor]	-75%	1%
COC(=O)Cc1ccc(NC(=O)C(c2ccccc2)c2ccccc2)cc1	0%	i	2%	-0.6	0.6%	-2%	-16%	-38%	2%
CCc1ccc(-c2cc(C)no2)cc1S(=O)(=O)NCc1ccc(OC)c(OC)c1	-8%	i	-1%	-13	0.8%	-12%	4%	-8%	0%
CCS(=O)(=O)N1CCc2cc(C(=O)NCc3ccccc3Cl)ccc21	18%	/	-26%	/	0.6%	?	-15%	-6%	/
COc1cc(-c2ccno2)ccc1S(=O)(=O)N1CCN(c2ccccc2)CC1	-23%	/	2%	/	3.3%	/	-8%	-5%	/
O=C1c2ccc3c4c(ccc(c24)C(=O)N1c1cccc(O)c1)CC3	-8%	i	4%	0.6	-0.2%	1%	6%	-7%	2%
Oc1ccc(-c2csc(Nc3ccc4c(c3)OCO4)n2)c(O)c1	?	i	-8%	0.9	?	18%	-48%[inhibitor]	-26%	/
CN(CC(=O)Nc1ccccc1)CC(=O)Nc1ccccc1Cl	2%	i	13%	-0.4	-0.7%	?	2%	3%	1%
COC(=O)c1cc(S(=O)(=O)NC2CCC(C)CC2)cn1C (stereo unspecified)	-9%	i	4%	0.0	3.0%	-4%	-4%	5%	4%
CC(C)OC(=O)CN1C(=O)C(C)(C)Oc2ccc(C(=O)NC3CC3)cc21	-4%	i	0%	-2.3	-0.4%	?	8%	-14%	-1%
COCC(=O)N(Cc1ccc(OC)cc1)Cc1nc2ccccc2c(=O)[nH]1	0%	i	5%	1.7	0.2%	-2%	-23%	13%	-1%
O=C(CSc1nc(O)c(Cc2ccccc2F)c(=O)[nH]1)N1CCCCCC1	-3%	i	0%	-3.5	0.3%	-2%	-8%	-8%	-28%
CCCN1CNC(=S)N(CCc2ccccc2)C1	8%	i	6%	-0.3	2.6%	0%	25%	4%	-1%
Cn1c2c(c(=O)n(C)c1=O)C(CC(=O)Nc1ccc(F)cc1)C(=O)N2 (stereo unspecified)	6%	i	-1%	1.0	2.8%	17%	-18%	-5%	1%
COc1ccc(S(=O)(=O)N2CCCCC2)cc1NC(=O)c1cccc(S(=O)(=O)N2CCOCC2)c1	?	i	-2%	-3.3	-0.7%	-7%	-12%	1%	/
C=CCn1c(NC(=O)c2ccc(C)cc2)c(C#N)sc1=N	-25%	/	1%	-2.9	3.6%	18%	16%	7%	0%
COC(=O)c1ccc(-c2noc(CN3CCCCC3c3nccn3C)n2)cc1 (stereo unspecified)	1%	i	-1%	0.8	-0.2%	-14%	4%	-1%	1%
O=C(COC(=O)Cc1ccccc1F)Nc1ccc2[nH]c(=O)[nH]c2c1	?	i	-1%	2.1	-0.9%	0%	5%	-49%	-4%
CSc1nsc(SC)c1NC(=O)OCc1ccccc1	-14%	i	-1%	-2.0	2.5%	/	32%	-4%	-4%
COC(=O)[C@]12CCCCC=C1N(Cc1ccco1)C(=O)[C@H](CC(=O)NCc1ccc(C)o1)C2	/	i	/	-0.4	-1.1%	/	1%	/	/
O=C1C(=C(c2ccccc2)c2ccccc2)Nc2ccccc21	-27%	/	?	-4.0	13µM*	?	21%	3%	-5%
CCc1c(C)nc(SCC(=O)N2CC(C)OC(C)C2)[nH]c1=O (stereo unspecified)	1%	i	-2%	0.0	2.4%	-21%	9%	-3%	-6%
O=C(NCc1ccc(Cl)cc1)c1ccc(Br)o1	?	i	10%	-2.9	-1.0%	2%	2%	1%	-1%
CC(C)(C)C(=O)N(CCN(C(=O)C(C)(C)C)c1ccccc1)c1ccccc1	?	i	0%	-12	-0.1%	/	6%	0%	0%
Cc1ccc2nc(-c3ccccn3)c(Nc3ccccc3C)n2c1	3.2µM*	i	?	-4.1	5.3%&0.7%	?	?	-23%&-60%	-2%
Nc1nnc(-c2cc3ccccc3oc2=O)s1	4%	i	3%	-4.1	4.3%	/	-3%[9.22 µM]	3%	-2%
CC1(C)C(c2cccs2)=[N+]([O-])C2(CCCCC/C2=N\NC(N)=S)N1O (stereo unspecified)	-1%	i	-1%	1.0	0.3%	9%	-4%	10%	5%
COc1ccc(C2C(C(=O)c3cccs3)=C(O)C(=O)N2c2nncs2)cc1 (stereo unspecified)	13%	i	-16%	0.0	2.6%	26%	12%	6%	-8%
COc1ccc(C(CNC(=O)COc2ccc(Br)cc2F)N2CCCC2)cc1 (stereo unspecified)	13%	i	0%	-0.9	-0.7%	26%	-7%	-1%	3%

Source: PubChem
